RAD54 inh: RAD54 (human) branch migration inhibition. Q92698. RAD54 Holliday junction branch migration, FAM/BHQ fluorescence. inhibition, % at 10.4 µM. actives 0.14% (n = 360,000). AID 602329;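 active = mean normalized replicate activity at least 40 and at least half of replicates scoring 40 or more; inconclusive = only one of the two criteria met; inactive = mean below 40 and under half of replicates reaching 40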;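 note: 0% = median of neutral control wells and 100% = median of positive control wells; inhibitors cause a drop in the FAM fluorescence signal; in these data hits start at about 50%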
Target sequence (Q92698 whole entry, looked up): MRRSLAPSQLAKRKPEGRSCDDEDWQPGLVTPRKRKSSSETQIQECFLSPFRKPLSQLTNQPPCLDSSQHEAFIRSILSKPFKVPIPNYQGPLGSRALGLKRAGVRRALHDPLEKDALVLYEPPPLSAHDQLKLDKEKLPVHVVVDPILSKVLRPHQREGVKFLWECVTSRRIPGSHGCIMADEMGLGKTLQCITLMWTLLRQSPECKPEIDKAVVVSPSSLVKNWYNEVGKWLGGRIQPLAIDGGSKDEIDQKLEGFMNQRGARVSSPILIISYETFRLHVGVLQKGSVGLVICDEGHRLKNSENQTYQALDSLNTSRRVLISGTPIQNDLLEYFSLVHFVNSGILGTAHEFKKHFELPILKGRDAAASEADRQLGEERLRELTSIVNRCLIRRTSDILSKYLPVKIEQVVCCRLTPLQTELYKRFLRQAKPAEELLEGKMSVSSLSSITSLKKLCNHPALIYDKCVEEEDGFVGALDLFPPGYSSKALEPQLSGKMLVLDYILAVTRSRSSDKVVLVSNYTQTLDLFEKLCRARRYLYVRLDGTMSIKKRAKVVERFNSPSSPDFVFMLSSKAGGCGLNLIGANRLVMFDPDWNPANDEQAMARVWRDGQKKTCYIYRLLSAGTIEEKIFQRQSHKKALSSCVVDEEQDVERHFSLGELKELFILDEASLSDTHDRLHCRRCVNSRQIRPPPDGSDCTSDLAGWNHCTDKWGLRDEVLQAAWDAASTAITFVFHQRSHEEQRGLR
RAD52 inh: RAD52 (human) annealing inhibition | recombinant RAD52 DNA annealing, FRET fluorescence | inhibition, % at 18.7 µM | P43351 | actives 0.46% (n = 360,000);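 active = every replicate showing at least 50% inhibition; inconclusive = mean inhibition at least 50% but not in every replicate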
E-sel inducer: E-selectin induction on HUVECs | actives 0.37% (n = 260,000) | activation, % at 7.58 µM | HUVEC E-selectin immunofluorescence imaging; normalized: neutral wells 0, TNF-alpha wells 100;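 active = mean E-selectin-positive cell signal at least 10% of the positive control, reached in at least 60% of replicates, without over 20% cell loss; inconclusive = no rule given, readout overlaps actives, possibly toxicity-flagged; inactive = the rest, including those meeting only one limit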;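 note: in these data hits start at about 27%; measured in HUVEC primary endothelial cells; signal is the percent of cells scored E-selectin positive by PE staining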
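material = human umbilical vein endothelial cells (HUVEC), E-selectin induction | quantity = 3,000 cells/well | medium = EGM-2 growth medium on 0.1% gelatin-coated wells | technique = immunofluorescence imaging | read-out basis = % PE-positive cells | control set = TNF-alpha positive control, DMSO neutral control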
esBAF inh: blocks esBAF chromatin remodeling in mouse ES cells. Bmi1-luciferase knock-in reporter, 24 h; 100% = twice the neutral-well signal. actives 2% (n = 350,000). reporter increase, % at 12.5 µM; in the data active = activation above about 40%; inconclusive = no clear call, values can overlap the other calls;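 note: 0% = median of the plate's neutral control wells and 100% = double that signal; a rise in the Bmi1 reporter signal indicates esBAF inhibition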
PglD inh: blocks C. jejuni PglD acetyltransferase activity | purified PglD enzyme, DTNB colorimetric CoA detection | actives 0.098% (n = 360,000) | inhibition, % at 12.5 µM; in the data active = inhibition above about 16%, passing the limit was not always enough; inconclusive = no clear call, values can overlap the other calls; note: strong numbers were not always called active
ERp5 inh: blocks human ERp5 reductase activity on insulin; Q15084; ERp5 insulin aggregation, absorbance 650 nm, 90 min; inhibition, % at 9.99 µM; actives 0.05% (n = 350,000); AID 651711;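 active = mean replicate inhibition above about 25%, with every replicate also reaching it, limit read from the data, passing the limit was not always enough; inconclusive = only one of those two criteria met; inactive = neither criterion met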
CASP6 VEID inh: blocks human caspase-6 cleavage activity; P55212; purified caspase-6, Z-VEID-R110 cleavage fluorescence; inhibition, % at 12.5 µM; actives 0.53% (n = 350,000); AID 686996;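 active = mean inhibition across replicates at least about 35%, with every replicate also reaching that limit, limit read from the data; inconclusive = only one of the two criteria met; inactive = neither criterion met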;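 note: 0% = median of neutral control wells and 100% = no fluorescence left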
Target sequence (P55212 24-179 limits assumed): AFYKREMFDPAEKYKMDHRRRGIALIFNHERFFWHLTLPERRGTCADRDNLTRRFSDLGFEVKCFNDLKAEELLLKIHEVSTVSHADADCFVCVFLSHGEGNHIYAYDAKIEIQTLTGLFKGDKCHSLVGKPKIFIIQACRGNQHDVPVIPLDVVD
Target sequence (P55212 194-293 limits assumed): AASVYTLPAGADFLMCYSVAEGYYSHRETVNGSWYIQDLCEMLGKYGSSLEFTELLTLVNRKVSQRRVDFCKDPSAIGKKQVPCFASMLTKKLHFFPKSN
ARNT-TACC3 inh: disruptors of human ARNT/TACC3 interaction. Q9Y6A5. AlphaScreen His-ARNT PAS-B/GST-TACC3 binding, luminescence; TACC3 fragment carries E629A point mutation. inhibition, % at 9.99 µM. actives 0.66% (n = 390,000);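 active = mean inhibition of replicates at least 50% and at least half of replicates each reaching 50%; inconclusive = half or more replicates reach 50% but mean below 50%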;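 note: 0% = complete ARNT plus TACC3 wells and 100% = ARNT alone without TACC3; many hits fall short of the cut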
Active calls of the source: *; u = inconclusive; x = no result given; & = joins results of further samples.

Screens in order: RAD54 inh	RAD52 inh	E-sel inducer	esBAF inh	PglD inh	ERp5 inh	CASP6 VEID inh	ARNT-TACC3 inh
Cc1cccc(Nc2nnc(SC(C)C(=O)NC3CC3)s2)c1 (centres undefined)
  -2	-6	x	0	2	-6	-1	x
Cc1ccc2sc(NC(=O)c3cccc(N4C(=O)CCC4=O)c3)nc2c1C
  2	-11	0.0	16	-2	4	1	-24
CC(C)NC(=O)N(C)C[C@H]1Oc2ccc(NC(=O)Cc3ccccc3)cc2C(=O)N([C@H](C)CO)C[C@H]1C
  3	7	x	-3	-1	-4	2	7
CC(Oc1ccccc1)C(=O)N1CCC2(CC1)Oc1ccc(F)cc1C(=O)C21CC(c2cccnc2)=NO1 (centres undefined)
  5	-7	-0.1	-13	-1	3	3	-1
CC(C)CNC(=O)c1cnn2c(C(F)(F)F)cc(C(F)(F)F)nc12
  27	-10	2.4	x	-6	2	0	x
O=C(CO/N=C/c1ccccc1OC(F)F)NCc1cccs1
  -9	x	-0.1	x	5	x	x	4
c1ccc(-c2nc(NCCCN3CCOCC3)c3ccccc3n2)cc1
  u	x	x	-2	3	x	x	6
O=C1C=C(C2CCCCC2)C(=O)c2ccccc21
  3	-9	0.0	6	3	-2	50*	-12
CCN(CC)CCn1c2c(c(SCC(=O)Nc3cccc4ccccc34)nc1=O)CCCC2
  1	0	x	-5	2	-3	-6	0
CCC(C)[C@H](NC(=O)[C@@H]1Cc2ccccc2CN1)C(=O)NCc1ccc(OC)cc1 (some centres undefined)
  -10	-9	x	0	2	1	-2	8
CCCC(O)C#Cc1cnc2c(c1)C(=O)N([C@H](C)CO)C[C@H](C)[C@H](CN(C)C(=O)NC1CCCCC1)O2 (some centres undefined)
  -8	1	0.0	6	0	-1	0	3
CCCNC(=O)N[C@H]1CC[C@H](CCn2cc(C3CCCCC3)nn2)O[C@H]1CO
  9	-3	-0.2	-2	-1	8	0	-6
O=C(c1ccccn1)N1CC(=O)N2[C@@H](CO)[C@@H](c3ccc(C#CC4CCCC4)cc3)[C@@H]2C1
  x	14	0.0	x	x	-1	3	x
Cc1cc(C)c(NC(=O)NC(=O)C(Cl)(Cl)Cl)c(C)c1
  5	13	0.0	-1	5	1	-2	1
CCOc1ccc(N(Cc2cc3cc(OC)ccc3[nH]c2=O)C(=O)C2CCCO2)cc1 (centres undefined)
  -5	x	x	-12	0	x	x	-4

The closing 2 entries of the part before lead into the next.
Screens in order: RAD54 inh	RAD52 inh	E-sel inducer	esBAF inh	PglD inh	ERp5 inh	CASP6 VEID inh	ARNT-TACC3 inh
Cc1cc(C)c(NC(=O)NC(=O)C(Cl)(Cl)Cl)c(C)c1
  5	13	0.0	-1	5	1	-2	1
CCOc1ccc(N(Cc2cc3cc(OC)ccc3[nH]c2=O)C(=O)C2CCCO2)cc1 (centres undefined)
  -5	x	x	-12	0	x	x	-4
COc1ccc(S(=O)(=O)N2CCCCC2)cc1C(C)C
  -11	x	x	8	8	x	x	-27
Cc1ccc(Cc2c(-c3ccc(F)cc3)nc3c(Cl)cc(C(F)(F)F)cn23)cc1
  -5	-45	0.0	-1	-7	3	3	x
Clc1cc(Cl)cc(Nc2ncnc(-n3cccc3)n2)c1
  5	-17	0.1	x	-7	3	-1	2
COc1ccc(N2C(=O)CC(N3CCN(S(=O)(=O)c4cc(C)ccc4C)CC3)C2=O)cc1 (centres undefined)
  -1	-17	-5.2	-1	4	6	-1	-8
COc1ccc(CN2C(=O)c3ccccc3C2c2nnnn2-c2ccc3c(c2)OCCO3)cc1 (centres undefined)
  x	-12	-5.8	x	x	-4	-2	x
O=C(Cn1nnc(-c2ccc(NC(=O)c3ccccc3F)cc2)n1)NCc1ccc(F)cc1
  1	-5	1.0	16	-2	-1	-1	-4
O=C(CCCOc1ccc(Cl)cc1Cl)NC(Cc1ccccc1)C(=O)O (centres undefined)
  -2	-14	0.5	5	3	-7	0	19
CC(OC(=O)c1ccncc1)C(=O)Nc1ccc([N+](=O)[O-])cc1Cl (centres undefined)
  -4	-9	x	3	2	-3	1	-4
NC(=O)c1ccc[n+](CC(=O)c2ccc(Cl)c(Cl)c2)c1
  -9	-3	0.0	-2	-7	1	-9	-4
O=C(N[C@H](CO)[C@H](O)c1ccc([N+](=O)[O-])cc1)C(Cl)Cl
  0	-9	x	9	-6	-3	-2	-18
C[C@@H]1CN([C@H](C)CO)C(=O)c2cc(NC(=O)Nc3ccc(F)cc3)ccc2O[C@@H](C)CCCCO[C@H]1CN(C)C(=O)NC1CCCCC1
  -1	-2	x	2	2	2	-1	5
Cc1ccc2oc(/N=C(\N)NC(=O)C3CC3)nc2c1
  -8	-9	x	-28	-7	x	0	0
Cc1ccc(S(=O)(=O)N2CCN(C(=O)c3ccccc3OCc3c(C)noc3C)CC2)cc1C
  x	-13	0.1	x	x	-3	3	2
CCOc1ccc(C2/C(=C(\O)c3cccc(OC)c3)C(=O)C(=O)N2c2ccccn2)cc1OC (centres undefined)
  -4	-6	0.7	9	2	-13	0	6
O=C(CCN1CCCCC1)c1ccc2c(c1)OCO2
  2	x	x	-2	6	x	x	-2
CC1(C(=O)Nc2ccc3ccccc3c2)CCC(=O)N1C1CC1 (centres undefined)
  -1	-15	0.2	5	2	-15	-1	x
COc1ccc(CN2C[C@@H](CO)O[C@@H](n3cnc4c(NCc5ccc(F)cc5)ncnc43)C2)cc1
  -1	-33	-0.2	0	-5	3	-3	x
CC(C)CNC(=S)N(CCO)Cc1cc2cc3c(cc2[nH]c1=O)OCO3
  7	-9	0.6	-2	-1	-1	5	19
C[C@@H]1CN([C@@H](C)CO)C(=O)c2cc(C3=CCCCC3)cnc2O[C@H]1CN(C)C(=O)c1ccccn1
  -6	2	-0.5	8	-2	1	-2	3
C(=C\c1nccc2c1[nH]c1ccccc12)/c1ccccc1
  x	-20	3.6	26	x	4	-1	-28
O=C(NCC1CC1)C1Cc2c(-c3ccccc3Oc3ccccc3)ccnc2O1 (centres undefined)
  2	10	-0.1	-3	-1	-2	3	x
O=S(=O)(Nc1cc(C(F)(F)F)ccc1N1CCOCC1)c1ccc2ccccc2c1
  -1	x	x	-7	1	x	x	-3
COc1cccc(/C=N/NC(=O)c2nnn(-c3nonc3N)c2-c2cccs2)c1
  -5	3	x	0	-10	2	4	-5
COc1ccc(N(CC(=O)NCCSC(C)(C)C)S(C)(=O)=O)c(OC)c1
  5	7	x	2	0	-2	-1	-2
OCc1ccccc1-c1nc(NCC2CC2)nc2ccsc12
  0	-77	-0.1	-2	-1	-4	0	x
Cc1c(Cl)cccc1NC(=O)COC(=O)CN1C(=O)NC(C)(C)C1=O
  -5	-12	x	x	3	-3	-2	-1
COc1cc(NS(C)(=O)=O)c(OC)cc1NC(=O)c1ccccc1
  -11	x	x	10	3	x	x	-6
CC1CC(CCC(=O)NC(=S)Nc2ccc(Cl)cn2)C(=O)O1 (centres undefined)
  x	-10	-7.7	x	x	1	-2	1
CCCN(CCC)CCN1C(=O)C2C(C(=O)Nc3cccc(SC)c3)C3C=CC2(O3)C1C(=O)NC1CCCCC1 (centres undefined)
  10	-13	x	0	-3	1	-5	0
C[C@@H]1CN([C@@H](C)CO)C(=O)CCCn2nncc2CO[C@H]1CN(C)C(=O)Nc1ccc(C(F)(F)F)cc1
  7&5	-2&-11	-0.2&-0.1	1&-1	-1&4	-7&0	2&0	-3
Cc1ccccc1CN(c1ccc(C(=O)NCCC2=CCCCC2)cc1)S(C)(=O)=O
  -3	x	x	1	7	x	x	-5
O=C(C[C@H]1CC[C@H](NC(=O)c2ccccc2)[C@H](CO)O1)Nc1ccc(-c2ccccc2)cc1
  4	-7	-0.5	10	-2	-1	-1	-8
COc1cc(/C=N/n2c(C)nc3ccccc3c2=O)cc(OC)c1O
  -2	-15	0.6	-6	-2	5	0	1
O=C(NCCCNC(=O)c1ccccn1)c1ccc(F)cc1
  6	2	0.0	-3	-4	4	-1	-4
COc1c2ccoc2nc2c(OC)c(OC[C@@H](O)C(C)(C)O)ccc12
  -1	-4	-2.2	8	1	1	5	x
Cc1ccc(-c2ccc(=O)n(CC(=O)NCCN(C)C)n2)cc1
  -13	x	x	-5	5	x	x	-3
COc1ccc(CN(C)C[C@@H]2Oc3ccc(NC(=O)Nc4ccc(F)cc4)cc3CC(=O)N([C@@H](C)CO)C[C@H]2C)cc1
  11	-11	5.5	6	-1	0	3	7
C[C@H]1CN([C@@H](C)CO)C(=O)CCCn2nncc2CO[C@@H]1CN(C)S(=O)(=O)c1ccc(F)cc1
  6	0	0.1	-4	7	7	-3	-1
Cc1ccccc1NC(=O)C(C)OC(=O)C1CCCO1 (centres undefined)
  8	-42	x	2	-3	-1	-1	x
COc1cc(C(=O)NCc2ccc3c(c2)OCO3)ccc1OCc1c(C)noc1C
  4	x	x	-8	0	x	x	1
CCCCOC(=O)Nc1ccc(C(=O)OC)cc1
  3	x	x	79*	5	x	x	-19
CCN1C/C(=N\S(=O)(=O)/N=C2\CN(CC)C(=O)N2CC)N(CC)C1=O
  -16	-21	1.1	-1	-3	-8	2	-8
O=C(O)c1cccc(CSc2nnc(-c3ccc(Cl)cc3)o2)c1
  -2	-15	0.1	-43	-3	-2	-1	-1
O=C(CNS(=O)(=O)c1cccs1)N1CCc2ccccc2C1
  -5	x	x	u	0	x	x	0
COc1ccc(OCC(O)CN2CCN(CC(O)COc3ccc(OC)cc3)CC2)cc1 (centres undefined)
  -5	-13	x	-6	-1	-7	-3	2
COc1ccc(/C=N/NC(=O)Cn2nnc3ccccc32)cc1OC
  x	-3	-0.1	x	x	4	-1	2
COc1ccccc1CNC(=O)C[C@H]1CC[C@H]2[C@@H](COC[C@H](O)CN2C(=O)Nc2ccc(C(F)(F)F)cc2)O1
  0	-4	0.2	-4	6	-3	0	3
COc1ccc(N2CC(NC(=O)NCCC(C)C)CC2=O)cc1 (centres undefined)
  x	-17	-0.1	x	x	1	1	-9
C=C(C)c1cccc(C(C)(C)NC(=O)N2CCN(CC(N)=O)CC2)c1
  -2	x	x	0	-3	x	x	6
COc1ccc(NC(=O)Nc2ccc3c(c2)CC(=O)N([C@@H](C)CO)C[C@H](C)[C@H](CN(C)Cc2ccccc2)O3)cc1
  4	-1	0.3	4	-4	-5	0	-1
Cc1ccccc1NC(=O)Cn1nnc2sc3c(c2c1=O)CC(C)(C)OC3
  x	-42	x	x	x	-1	-4	0
COc1ccc(N(C(=O)Cn2nnc(-c3ccc(F)cc3)n2)C(C)C(=O)NC2CCCC2)cc1 (centres undefined)
  5	1	x	8	x	8	0	-19
C[C@@H]1CN([C@@H](C)CO)C(=O)c2cc(-c3ccncc3)cnc2O[C@H]1CN(C)C(=O)Cc1cccnc1
  -3	x	-2.6	-3	-7	x	x	-11
CO[C@@H](CN(C)Cc1cc(F)ccc1F)[C@@H](C)CN(C(=O)Nc1ccc(C(F)(F)F)cc1)[C@@H](C)CO
  4	6	x	0	1	-3	0	5
COc1ccc(C2SCC(=O)N2CC23CC4CC(CC(C4)C2)C3)cc1 (centres undefined)
  -3	-10	x	5	-10	-5	2	-7
COC(=O)CCC(C)C1CCC2C3CCC4CC(O)CCC4(C)C3CC(O)C12C (centres undefined)
  3	6	x	2	-8	2	-1	-2
CCN1C2=NCCCN2c2ccccc21
  -23	x	x	-9	12	x	x	13
